IAP activation: activators of mouse IAP, confirmation, biochemical, luminescence, single concentration (AID 434970). purified mouse IAP, CDP-Star luminescence, 30 min; active compounds read low. activity change, negative = activation, % at 10 µM. intestinal alkaline phosphatase [Mus musculus]. 2.9% of 11,000 active; in the data active means activity change below about -85%;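 further: percent relative to enzyme plus DMSO wells and wells without enzyme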
IAP activation Fold change: also measured in IAP activation; calls as there; activation factor; measured here: IAP activation factor; active compounds read high;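 fold luminescence change scaled to plate control wells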
* hit, by the source's call. Some of the compounds tested. The share of hits here may be higher or lower than overall.

SMILES	IAP activation	IAP activation Fold change
O=C(Nc1cnn(Cc2ccccc2)c1)NC12CC3CC(CC(C3)C1)C2	-105*	2*
COc1ccc(NC(=O)CNS(=O)(=O)c2cccs2)cc1	3	0.97
O=c1c(O[C@@H]2O[C@H](CO)[C@@H](O)[C@H](O)[C@H]2O)c(-c2ccc(O)c(O)c2)oc2cc(O)cc(O)c12	58	0.42
CCCCn1c(CCC)nc([N+](=O)[O-])c1Sc1ccc(Cl)cn1	4	0.96
CCc1nnc(NC(=O)c2cccc(NC(=O)C(C)C)c2)s1	1	0.99
COc1ccc(C2=NC(C(F)(F)F)(C(F)(F)F)c3c(n(C)c(=O)n(C)c3=O)N2)cc1	4	0.96
COc1c(F)c(F)c(-c2csc(N)n2)c(F)c1F	6	0.94
CSc1cccc(NC(=O)CCCOc2ccc(Cl)cc2Cl)c1	-43	1.4
CCOC(=O)c1ccc(N2CCN(c3ccccc3F)CC2)c(NC(=O)Nc2cccc(OC)c2)c1	-362*	4.6*
O=C(c1ccccc1)c1cncc(Br)c1	-9	1.1
O=C1CC(c2cccs2)Cc2nc(NCC3CCCO3)ncc21 (stereo not given)	4	0.96
O/N=C/c1cc(Cl)ccc1OCc1ccccc1Cl	3	0.97
O=C(C1CCC(Cn2c(=S)[nH]c3ccccc3c2=O)CC1)N1CCN(c2ccccc2)CC1 (stereo not given)	4	0.96
CCOc1ccc(OCC(=O)Nc2ccc(OC)cc2)cc1	-1	1
O=C(O)c1ccc(CSc2n[nH]c(-c3ccco3)n2)cc1	86	0.14
Cc1c(Cl)c(C(=O)NC2CCCC2)nn1C	3	0.97
O=C(CSC1CCCCC1)N1CCN(c2ccccc2)CC1	-4	1
Cc1ccccc1/C=C1\CCCc2ccccc2C1=O	13	0.87
NNC(=O)CN1C(c2ccc(Cl)cc2)=Nc2ccc(Br)cc2C1c1ccccc1 (stereo not given)	12	0.88
CCCCc1nc(NCC2CCCO2)c(C#N)c2c1COC(C)(C)C2 (stereo not given)	9	0.91
CCOc1ncccc1C(=O)OCC(=O)c1cc(C)n(Cc2ccco2)c1C	-7	1.1
CCOc1ccccc1N(CC(=O)Nc1cccnc1)S(C)(=O)=O	1	0.99
O=S(=O)(c1ccc(F)cc1)N1CCN(CC(O)COCc2cccs2)CC1 (stereo not given)	7	0.93
O=C(O)C1CCC(=O)N(C2CC2)C1c1ccccc1 (stereo not given)	5	0.95
NS(=O)(=O)c1cc(C(=O)N=Nc2c(O)[nH]c3ccccc23)ccc1Cl	48	0.52
O=C(CCSc1nnc(-c2ccncc2)o1)Nc1ccc(F)cc1	-16	1.2
CCCCOc1ccc(C2OC34CCCCC3C(C#N)(C#N)C2(C#N)C(=N)O4)cc1 (stereo not given)	6	0.94
COc1ccc(C2C(C#N)=C(N)N(c3cccnc3)C3=C2C(=O)CCC3)cc1Cn1cc([N+](=O)[O-])cn1 (stereo not given)	12	0.89
CC[C@]12c3[nH]c4ccc(OC)cc4c3CCN1C(=O)C(CC(=O)NCCN1CCOCC1)C[C@@H]2C(=O)N1CCN(C(=O)c2ccco2)CC1 (stereo not given in full)	-14	1.1
CCCCCCc1cc2cc(-c3nnc(-c4ccccc4)o3)c(=O)oc2cc1O	5	0.95
CCOC(=O)N1CCN(CC(=O)Nc2ccc(C)c(Br)c2)CC1	7	0.93
CN(C)S(=O)(=O)c1cc([N+](=O)[O-])ccc1N1CCCCCC1	-1	1
Cc1cccc(N(C2C=CS(=O)(=O)C2)S(=O)(=O)c2ccccc2)c1 (stereo not given)	2	0.98
CC1Cc2ccccc2N1C(=O)CSc1nnnn1C(C)C (stereo not given)	-7	1.1
c1ccc(CSc2nnc(-c3ccco3)c(-c3ccco3)n2)cc1	69	0.31
COc1ccc(C2=NOC(C(=O)NCCCn3ccnc3)C2)cc1 (stereo not given)	-10	1.1
O=C(Nc1ccon1)c1cnc2sccn2c1=O	3	0.97
CCN(CC)C(=O)[C@H]1C[C@H](CC(=O)NCc2ccco2)C(=O)N2CCc3c([nH]c4ccc(Cl)cc34)[C@]12C	-5	1.1
O=C(CN1CCOCC1)Nc1scc(-c2ccccc2)c1C(=O)N1CCOCC1	9	0.91
CCOC(=O)c1c(NC(=O)CN2CCN(C(=O)c3ccco3)CC2)sc2c1CCCC2	0	1
CC1=C(C(=O)Nc2ccccc2)C(c2ccncc2)C(C#N)=C(SCC(=O)NC(C)C)N1 (stereo not given)	8	0.92
COc1ccc(NC(=S)Nc2cccc(S(=O)(=O)N3CCCCC3)c2)cc1	-1	1
Cn1c(C(=O)O)c(CC(=O)Nc2ccccc2F)c2ccccc21	7	0.93
C/C(=N\NC(=O)c1c(Cl)c(C)nn1C)c1cccc(NC(=O)COc2ccc(Cl)cc2)c1	7	0.93
Cc1cc(Br)cc2c1NC(=O)C2(c1c(C)n(C)n(-c2ccccc2)c1=O)c1c(C)n(C)n(-c2ccccc2)c1=O	-2	1
CCCc1sc(N)nc1-c1ccc(C)cc1	10	0.9
O=c1oc2ccccc2c(Nc2cccc(O)c2)c1[N+](=O)[O-]	50	0.5
CCC(=S)/C=C1\Sc2ccccc2N1CCCS(=O)(=O)O	5	0.95
CCOC(=O)Cc1c(C)c2ccc(N(CC)CC)cc2oc1=O	-41	1.4
O=C(CCCn1c(=O)[nH]c2ccsc2c1=O)N1CCCCC1	6	0.94
O=C(CSCc1ccccc1Cl)NN=C1CCCCCC1	-3	1
CC(NC(=O)NC1CCCCC1)C(c1cccs1)N1CCN(c2ccccc2)CC1 (stereo not given)	-50	1.5
Cc1noc(N)c1C(=O)Nc1ccc(C(C)(C)C)cc1	4	0.96
COc1cccc(CN(CC(=O)NCC2CCCO2)C(=O)CCC(=O)Nc2cc(C)on2)c1 (stereo not given)	-3	1
CCOC(=O)c1ccc(-c2c(C(=O)OCC)oc3cc(O)c(CC)cc3c2=O)o1	5	0.95
COc1ccccc1Nc1nc(N)nc(CSc2nnc(C)s2)n1	-4	1
O=C(CNCC1CCCCC1)Nc1ccccc1N1CCCCC1	-6	1.1
COc1ccc(C(=O)COc2cccc(NC(=O)c3ccco3)c2)cc1	-10	1.1
C[C@H]1C(=O)N(c2ccccc2)[C@@H]1c1ccccc1	-2	1
CCCOc1ccc(N2C(=O)CC(N(O)c3ccccc3)C2=O)cc1 (stereo not given)	3	0.97
The list continues:
SMILES	IAP activation	IAP activation Fold change
N#Cc1cc(-c2cccc(Cl)c2)c[nH]c1=O	2	0.98
COC(=O)C1(CCSC)NC(c2ccccc2OC)C2C(=O)N(C)C(=O)C21 (stereo not given)	9	0.91
C(=N\Nc1nc2ccccc2[nH]1)/c1cccs1	15	0.85
O=C(Cc1nnc(NC(=O)c2ccccc2)s1)N/N=C\c1ccc(O)c(O)c1	79	0.21
Cc1cccc(NC(=O)Cn2cnc3sc(C)c(S(=O)(=O)N4CCC(C)CC4)c3c2=O)n1	4	0.96
Cc1cccc(C)c1OCC(O)CN (stereo not given)	9	0.91
COc1ccccc1NC(=S)NNC(=O)c1cc(C)nn1C	22	0.78
CC[C@]12c3[nH]c4cc(CCC(=O)N(C)C)ccc4c3CCN1C(=O)[C@@H](CC(=O)NCCCn1ccnc1)C[C@@H]2C(=O)N1CCN(C(=O)c2ccco2)CC1	-7	1.1
CC(C)CCNc1nnnc2c1sc1nc(N3CCOCC3)c3c(c12)CC(C)(C)SC3	5	0.95
CC(NC(=S)NC1CCC(C(C)(C)C)CC1)c1ccccc1 (stereo not given)	-70	1.7
O=C(NCc1ccco1)c1ccccc1Br	-3	1
CC(=O)c1cccc(N2C(=NC(=O)C(C)C)SC3CS(=O)(=O)CC32)c1 (stereo not given)	-8	1.1
O=C(CCNS(=O)(=O)c1ccc2c(c1)CCC(=O)N2)Nc1ccc2c(c1)OCCO2	-12	1.1
COCC(=O)Nc1nnc(Cc2ccc(OC)c(OC)c2)s1	-2	1
Cc1nc2ccccc2n1CC(=O)N/N=C\C=C\c1ccccc1	-3	1
COc1cc(C2Sc3ccccc3NC3=C2C(=O)OC3)cc(OC)c1OC (stereo not given)	-6	1.1
Cc1cnc(NC(=O)c2ccco2)s1	5	0.95
CC(C)c1ccc(-c2nc(N3CCCCC3)[nH]c(=O)c2C#N)cc1	2	0.98
Cc1ccc(NC(=S)NC(=O)/C=C/c2ccco2)c(O)c1	54	0.46
COC(=O)[C@H](CC(C)C)NC(=O)Cn1cnc2c(NCc3ccccc3)ncnc21	2	0.98

No new results follow: entries from further up.
SMILES	IAP activation	IAP activation Fold change
O=C(Nc1cnn(Cc2ccccc2)c1)NC12CC3CC(CC(C3)C1)C2	-105*	2*
COc1ccc(NC(=O)CNS(=O)(=O)c2cccs2)cc1	3	0.97
O=c1c(O[C@@H]2O[C@H](CO)[C@@H](O)[C@H](O)[C@H]2O)c(-c2ccc(O)c(O)c2)oc2cc(O)cc(O)c12	58	0.42
CCCCn1c(CCC)nc([N+](=O)[O-])c1Sc1ccc(Cl)cn1	4	0.96
CCc1nnc(NC(=O)c2cccc(NC(=O)C(C)C)c2)s1	1	0.99

(further entries)
SMILES	IAP activation	IAP activation Fold change
O=C(Nn1cc(C(=O)N2CCN(c3ccccc3F)CC2)c2ccccc2c1=O)c1cnccn1	7	0.93
CCCCN1CCS(=O)(=O)N(Cc2ccccc2Br)CC(C(=O)OC)C1 (stereo not given)	1	0.99
Cc1ccc(C)c(N2CCN(C(=O)CCc3nc(-c4cccc(Cl)c4)no3)CC2)c1	1	0.99
C=C1N(c2ccc(Cl)cc2)C(=O)OC1(C)C	-1	1
CC(OC(=O)c1cccs1)C(=O)NCc1cccs1 (stereo not given)	-8	1.1
Cc1ccc(CN(Cc2cc3cc(C)ccc3[nH]c2=O)C(=O)N2CCOCC2)cc1	2	0.98
Cn1c(SCC(=O)NCCc2ccccc2)nnc1-c1ccco1	2	0.98
Cc1cccc2nc(CSc3nnnn3-c3ccccc3)cn12	2	0.98
CCOC(=O)C1=CN(Cc2ccco2)S(=O)(=O)N(C)C1c1ccc(F)c(Cl)c1 (stereo not given)	10	0.9
COc1ccc(CNC(=O)C[C@H]2C[C@H](C(=O)N3CCOCC3)[C@@]3(CCC4CCCC4)c4[nH]c5cc(-c6ccco6)ccc5c4CCN3C2=O)cc1OC	-8	1.1
C[C@@H]1CC=C[C@@H]2[C@H]1C(=O)N(Cc1ccccc1)[C@H]2c1cccc(Br)c1	-12	1.1
Clc1ccc(CN(CC2CCCO2)C(c2cccs2)c2nnnn2C2CCCC2)cc1 (stereo not given)	1	0.99
COc1cccc(CN(C)S(=O)(=O)c2ccccc2Br)c1	10	0.9
COc1cc(Cl)c(CNC[C@H]2O[C@@H](n3cnc4c(N)ncnc43)[C@H](O)[C@@H]2O)c(Cl)c1O	-7	1.1
Cc1ccc(C(=O)c2coc3ccc(O)c(Cl)c23)cc1	2	0.98
Cc1ccc(CNC(=O)CCSCCC(=O)NCc2ccc(C)cc2)cc1	8	0.92
CCOc1ccc(C(CCc2ccccc2)NC(=O)c2ccc(OC)c(OC)c2)cc1OCC (stereo not given)	-47	1.5
O=C(CN1CCCCC1)Nc1cccc([N+](=O)[O-])c1	2	0.98
COc1ccc(/C=N/NC(=O)CCc2c(C)n[nH]c2C)cc1OC	0	1
CC[C@]12c3[nH]c4ccc(Cl)cc4c3CCN1C(=O)[C@@H](CC(=O)NCCc1ccccn1)C[C@@H]2C(=O)N1CCN(C(=O)c2ccco2)CC1	-21	1.2

By substructure: the entries above with bromine (8)
SMILES	IAP activation	IAP activation Fold change
O=C(c1ccccc1)c1cncc(Br)c1	-9	1.1
NNC(=O)CN1C(c2ccc(Cl)cc2)=Nc2ccc(Br)cc2C1c1ccccc1 (stereo not given)	12	0.88
CCOC(=O)N1CCN(CC(=O)Nc2ccc(C)c(Br)c2)CC1	7	0.93
Cc1cc(Br)cc2c1NC(=O)C2(c1c(C)n(C)n(-c2ccccc2)c1=O)c1c(C)n(C)n(-c2ccccc2)c1=O	-2	1
O=C(NCc1ccco1)c1ccccc1Br	-3	1
CCCCN1CCS(=O)(=O)N(Cc2ccccc2Br)CC(C(=O)OC)C1 (stereo not given)	1	0.99
C[C@@H]1CC=C[C@@H]2[C@H]1C(=O)N(Cc1ccccc1)[C@H]2c1cccc(Br)c1	-12	1.1
COc1cccc(CN(C)S(=O)(=O)c2ccccc2Br)c1	10	0.9

Other structures follow:
SMILES	IAP activation	IAP activation Fold change
CCN1Cc2cc(OC)ccc2-c2ccccc2S1(=O)=O	-15	1.1
COc1ccc(CCN(Cc2cc3cc(C)ccc3[nH]c2=O)C(=O)N2CCCC2)cc1OC	13	0.87
CC(C)CCNC(=O)CCS(=O)(=O)c1cccc2nonc12	4	0.96
Cc1cc(C(=O)NCc2cc(C(=O)O)oc2C)c(C)o1	-8	1.1
COC(=O)C1=C(C)N(c2ccc(F)cc2)C(=O)C1	-7	1.1
Cc1cc(OCC(=O)N2CCc3ccccc3C2)c2c(-c3ccccc3)cc(=O)oc2c1	4	0.96
COc1ccc(N2C(=O)[C@H]3CCC=C[C@H]3[C@@H]2c2ccccc2Br)cc1	-20	1.2
O=C(Cn1c(=O)oc2ccccc21)N1CCCCC1	9	0.91
COc1ccc2c(c1)c([C@@H]1[C@H](C)[C@H]3CCCC[C@H]3CN1S(=O)(=O)c1ccc(C)cc1)cn2C	-4	1
CCCn1nnnc1SCC(=O)N1CCCC1	-2	1
CC(CNC(=O)Cn1cnc2c(NCc3ccccc3)ncnc21)c1ccccc1 (stereo not given)	-10	1.1
O=C(NNS(=O)(=O)c1cc(Cl)cc(Cl)c1)c1sccc1-n1cccc1	8	0.93
CC(C)(C)NS(=O)(=O)c1cccc2nsnc12	-11	1.1
COC(=O)CSc1nnc(C)n1-c1cccc(OC)c1	2	0.98
O=C(NCCNC(=O)c1cccs1)c1ccco1	9	0.91
CC1(C)CC(=O)c2sc(NC(=O)Cc3cccs3)nc2C1	-11	1.1
Cc1ccc(C)c(S(=O)(=O)N2CCN(CC(=O)NC(=O)NCc3ccccc3)CC2)c1	3	0.97
Cc1ccc(Cl)cc1N1CCN(C(=O)C2(S(=O)(=O)c3ccc(Cl)cc3)CC2)CC1	7	0.93
